High-throughput results: PubChem, National Center for Advancing Translational Sciences (NCATS)
GLP1R ag: qHTS of GLP-1 Receptor Agonists. Glucagon-like peptide 1 receptor (Homo sapiens), P43220. HEK293 GLP-1R CRE-luciferase, luminescence, 4-6 h; cells express a hypersensitive GLP-1R form. Potency, µM (top dose mostly 45.6 µM), for inactives: at the highest dose activation, actives largely listed as activators. 380,000 compounds, 0.007% hits; also: potency is read from the fitted curve at half-maximal effect; % of control where 0% means no effect
IL-2 act: qHTS of IL-2 Activators. 360,000 compounds, 0.065% hits. IL-2 activation reporter assay, cell-based qHTS; stimulated with anti-CD3/CD4/CD28 beads; in transgenic mouse T cells. AID 652025, 2013. activation, % (series mostly up to about 46 µM); in the data active = activation above about 50%; inconclusive = mostly about 30% to 49%; also: 0% is about no effect
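Screening format: compound pinned onto unstimulated transgenic mouse T cells, 60 min incubation, then anti-CD3/anti-CD4/anti-CD28 bead stimulation for 18 hours at 37 degrees C, followed by EGFP and DsRed detection.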
EPAC1 antagonist: qHTS for Antagonist of cAMP-regulated guanine nucleotide exchange factor 3 (EPAC1): primary screen | Potency, µM (doses to about 115 µM), for inactives: top-dose activity change, negative = inhibition, usual class: inhibitors | Rap guanine nucleotide exchange factor 3 (Homo sapiens), O95398 | EPAC1 GEF assay, Rap1b-BODIPY-GDP exchange fluorescence | 360,000 compounds, 0.14% hits;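 also: potency is read from the fitted curve at half-maximal effect; plate controls were vehicle for no effect and positive control for full effect; nearly all actives have a fitted effect of over 50% in size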
Target sequence (O95398 whole entry, looked up): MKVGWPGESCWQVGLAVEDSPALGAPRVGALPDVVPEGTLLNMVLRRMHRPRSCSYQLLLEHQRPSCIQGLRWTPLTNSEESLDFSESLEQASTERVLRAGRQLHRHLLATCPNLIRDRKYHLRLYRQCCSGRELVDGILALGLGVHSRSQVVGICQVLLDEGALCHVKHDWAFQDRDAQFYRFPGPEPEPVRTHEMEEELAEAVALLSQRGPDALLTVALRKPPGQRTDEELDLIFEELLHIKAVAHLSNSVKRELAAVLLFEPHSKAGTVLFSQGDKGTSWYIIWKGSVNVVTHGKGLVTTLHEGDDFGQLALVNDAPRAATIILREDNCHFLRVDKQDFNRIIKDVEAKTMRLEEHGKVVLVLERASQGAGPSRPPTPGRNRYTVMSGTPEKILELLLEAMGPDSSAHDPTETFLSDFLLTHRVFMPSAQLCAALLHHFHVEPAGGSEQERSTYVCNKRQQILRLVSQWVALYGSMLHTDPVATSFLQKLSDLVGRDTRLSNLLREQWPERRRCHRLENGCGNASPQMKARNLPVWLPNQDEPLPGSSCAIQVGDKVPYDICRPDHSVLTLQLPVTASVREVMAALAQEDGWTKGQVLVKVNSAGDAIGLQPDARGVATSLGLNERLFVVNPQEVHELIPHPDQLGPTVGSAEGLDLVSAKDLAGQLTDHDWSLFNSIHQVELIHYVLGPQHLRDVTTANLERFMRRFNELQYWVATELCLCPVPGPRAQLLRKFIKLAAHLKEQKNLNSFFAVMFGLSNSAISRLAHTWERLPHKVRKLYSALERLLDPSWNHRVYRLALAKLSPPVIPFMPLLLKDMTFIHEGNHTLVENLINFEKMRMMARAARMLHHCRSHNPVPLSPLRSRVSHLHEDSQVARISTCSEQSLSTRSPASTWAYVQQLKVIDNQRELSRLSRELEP
PTHR1 ag: qHTS for PTHR1 Agonists: Primary Screen; Parathyroid hormone/parathyroid hormone-related peptide receptor (Homo sapiens), Q03431; HEK293 GP2 PTHR1 cells, GloSensor cAMP luminescence, 1 h; Potency, µM (series often up to 115 µM), inactives show at the top dose activation, most hits filed as activators; 410,000 compounds, 0.075% hits; AID 743266, 2014; also: potency is read from the fitted curve at half-maximal effect; nearly all actives have a fitted effect of over 55% in size; some results filed as inactive show a strong effect at the top dose; inactives centre near -15; many of its hits are not listed in these tables
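HEK-293-derived GP2 cells expressing PTHR1 and a GloSensor cAMP reporter, 3,000/well, plated overnight, given luciferin plus IBMX (each 0.5 mM as added) for 1 h at 37 °C, then compound for 1 h at 37 °C. Luminescence was read after 15 min at room temperature.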
GLP1R inv ag: qHTS of GLP-1 Receptor Inverse Agonists (Inhibition Mode) | Glucagon-like peptide 1 receptor (Homo sapiens), P43220 | HEK293 GLP-1R CRE-luciferase, luminescence, 24 h; GLP-1R form is constitutively active | Potency, µM (doses to about 38.3 µM), inactives show at the highest dose activity change, negative = inhibition, actives largely listed as inhibitors | 410,000 compounds, 1.6% hits; also: potency is read from the fitted curve at half-maximal effect; % is scaled to controls: 0 for no effect and ±100 for the full control effect; nearly all actives have a fitted effect of over 55% in size
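Stable HEK293 clone (constitutively active GLP-1R + cAMP-response luciferase); 200 cells/uL plated, 12 h pre-culture, compound 24 hr, 37 deg C/5% CO2; detection reagent 12 min RT; luminescence.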
PLK1 PBD inh: qHTS for Inhibitors of PLK1-PDB (polo-like kinase 1 - polo-box domain): Primary Screen. Potency, µM, for the others: max response, negative = inhibition, usual class: inhibitors. Plk1 PBD binding of FITC phosphopeptide, fluorescence polarization. 360,000 compounds, 2.8% hits. Serine/threonine-protein kinase PLK1 (Homo sapiens), P53350; also: potency is read from the fitted curve at half-maximal effect; series mostly up to about 57 µM; % is scaled to controls: 0 for no effect and ±100 for the full control effect; nearly all actives have a fitted effect of over 65% in size
HEK293 tox: qHTS of GLP-1 Receptor Inverse Agonists: Cytotox Screen. HEK293 cAMP-luciferase reporter cells, luminescence, 24 h. Potency, µM (doses to about 38.3 µM), for the others: top-dose activity change, negative = inhibition, hits mostly inhibitors. 410,000 compounds, 0.13% hits. AID 624418, 2012;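 also: loss of luciferase light is scored as toxicity; potency is read from the fitted curve at half-maximal effect; % is scaled to controls: 0 for no effect and ±100 for the full control effect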
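1536-well qHTS counterscreen of the MLSMR; 200 cells/uL, 12 h pre-incubation, 23 nL cpd, 24 h at 37 deg C 5% CO2, luciferase detection reagent, 12 min RT, luminescence. Inhibition = undesired.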
PI5P4K alpha inh: qHTS for Inhibitors of phosphatidylinositol 5-phosphate 4-kinase (PI5P4K); PI5P4Kalpha enzyme, ADP-Glo luminescence, 60 min; hits give low values; max response, %; 330,000 compounds, 1.2% hits; AID 652105, 2013; Phosphatidylinositol 5-phosphate 4-kinase type-2 alpha (Homo sapiens), P48426; active = max response of -50% or lower; inconclusive = between -30% and -50%; inactive = -30% or higher; also: value at the top dose of about 77 µM; % is scaled to controls: 0 for no effect and ±100 for the full control effect
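Human PI5P4Kalpha with substrate in 0.038 M HEPES pH 7.4, 0.28 mM EGTA, 0.1% CHAPS, 5% DMSO; reaction started with 5 microM ATP (final), 60 min at room temperature. ADP formed read by ADP-Glo luminescence.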
EPAC1 ag: qHTS for Agonist of cAMP-regulated guanine nucleotide exchange factor 3 (EPAC1): primary screen; EPAC1 agonist qHTS, biochemical assay; response scale: 100% = response to 6.5 mM cAMP; Potency, µM (series often up to 154 µM), without a hit: at the top dose activation, usual class: activators; 360,000 compounds, 0.073% hits; AID 720707, 2013; also: potency is read from the fitted curve at half-maximal effect; nearly all actives have a fitted effect of over 60% in size
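Multi-concentration qHTS readout: loss of Rap1B-bound BODIPY-GDP fluorescence driven by 100 nM EPAC1 with excess GDP (50 uM), monitored kinetically at room temperature; agonist response expressed relative to 6.5 mM cAMP.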
* = called active by the depositor; i = inactive; ? = inconclusive; / = no result given; [ ] = another dose, or the depositor's remark. Unless noted, calls follow the shape of the dose curve; as a rule, active = well fitted curve in the direction sought with a large enough effect; inconclusive = small, poorly fitted or top-dose-only effect, or another doubt; inactive = no such curve, though single readings can be large; an effect the other way counts as inactive or inconclusive. Only part of the results is shown, so the mix of outcomes need not match the whole.

| SMILES | GLP1R inv ag | EPAC1 ag | PTHR1 ag | PLK1 PBD inh | GLP1R ag | EPAC1 antagonist | HEK293 tox | PI5P4K alpha inh | IL-2 act |
| --- | --- | --- | --- | --- | --- | --- | --- | --- | --- |
| O=C(CSc1nnc(NC(=O)C2CC(=O)N(c3ccccc3)C2)s1)NCC1CCCO1 (configuration not stated) | 10.6% | 0.0% | i | -13.3% | 17.4% | 17.5% | -1.7% | -24.8 | -4.2 |
| Cc1c(CNC(=O)c2cnn3c2NC(c2ccccc2)CC3C(F)(F)F)cnn1C (configuration not stated) | 2.8% | 3.6% | -5.2%[57.5 µM] | 0.1% | -1.3% | 5.9% | -3.1% | / | -2.2 |
| COc1ccc(C(=O)[C@H]2[C@H]3C(=O)N(c4ccc(C)cc4)C(=O)[C@H]3C3C=CC=NN32)cc1 (some centres not stated) | 6.6% | -2.9% | i | 1.4% | 2.2% | -7.1% | -8.7% | 0.0 | 4.1 |
| O=C(Nc1cc2c(cc1Br)OCCO2)c1ccc(=O)[nH]c1 | 19.8% | 13.3% | -9.9% | -2.4% | 5.0% | 5.6% | 15.9% | -3.4 | -0.3 |
| CCC(=O)NC(C)c1nc2ccccc2n1C (configuration not stated) | 0.5% | 3.2% | -24.7% | 3.6% | -7.3% | 6.1% | -11.0% | -3.1 | 6.9 |
| COc1ccc(N2CCN(c3nc4c(c(=O)n(C)c(=O)n4C)n3CCCc3ccccc3)CC2)cc1 | 18.0% | -5.1% | ? | -3.0% | 0.8% | 9.3% | 4.3% | 1.1 | 4.6 |
| Cc1cccc2cc(CN(CC3CCCO3)C(=S)NCc3ccco3)c(=O)[nH]c12 (configuration not stated) | -6.0% | -1.2% | i | -13.6% | 16.2% | 2.1% | -7.8% | -6.4 | -1.1 |
| COc1ccc(CNC(=O)CCS(=O)(=O)c2ccc3c(c2)CCN3C(C)=O)cc1 | -3.9% | -4.8% | -3.8% | ? | 9.5% | -7.3% | -12.5% | -3.3 | 1.2 |
| Cc1ccsc1CNCc1cc(Cl)ccc1O | 7.0% | -9.7% | -7.0% | -9.3% | 9.7% | -4.1% | -0.5% | -1.8 | -0.4 |
| CCOC(=O)C1CCN(CC(O)COc2ccc(C(C)(C)CC)cc2)CC1 (configuration not stated) | ? | -14.8% | i | -0.8% | -18.8% | 0.1% | ? | 6.5 | -0.6 |
| Cc1nnc(SCC(=O)c2ccc(Cl)cc2)n(N)c1=O | 58.5%[activator][7.66 µM] | -2.6% | -20.5% | 5.5% | 0.2% | 16.9% | -1.2%[7.66 µM] | -0.1 | -0.1 |
| Cn1c(=O)c2c(nc(N3CCCCC3)n2CCNC2=NCCC2)n(C)c1=O | 16.6% | 5.2% | -6.5% | -0.6% | 1.1% | -12.7% | 0.9% | 7.1 | -4.2 |
| c1cc2c3c(cccc3c1)C(N1CCCCC1)=N2 | 0.1% | -0.1% | i | -24.4% | 2.4% | -21.1% | 112.6%[activator] | 4.1 | 1.0 |
| COc1ccc(CCNC(=O)Cn2c(=O)n(-c3ccc(F)cc3)c(=O)c3sccc32)cc1OC | 3.9% | 0.7% | -4.8% | -1.7% | -0.4% | 9.0% | -24.0% | -1.6 | -3.0 |
| CC(C)[C@@H](NC(=O)OC(C)(C)C)c1cc(C(=O)c2c(-c3ccccc3)[nH]c3ccccc23)c(N)s1 | 7.08µM* | -7.6% | -40.8%[inhibitor] | ? | / | -22.2% | -18.6% | -25.4 | -0.1 |
| Cc1nc(=O)c(-c2ccccc2)c(C)n1Cc1ccccc1 | -24.5% | -0.3% | -34.5%[57.5 µM] | -0.1% | 0.0% | 6.7% | 9.8% | / | -0.5 |
| COC(=O)c1[nH]c(C)c(/C(O)=C2\C(=O)C(=O)N(CCN(C)C)C2c2ccc(C)o2)c1C (configuration not stated) | -8.7% | -6.4% | -6.4%[57.5 µM] | -3.3% | 2.8% | 3.7% | -22.0% | -5.9 | 0.3 |
| COc1ccc(C2c3ccc(O)cc3Oc3ncn(CC(C)C)c(=N)c32)cc1 (configuration not stated) | -23.8% | 7.6% | i | -5.8% | 15.7% | 2.2% | 16.3% | 1.7 | -1.8 |
| O=C(CCOc1ccc(F)cc1)Nc1nccs1 | 0.7% | 6.0% | i | -2.4% | 5.6% | 4.0% | -5.7% | 3.2 | -0.7 |
| C=CCOC(=O)Nc1ccc(Cl)cc1NC(=O)OCC=C | ? | 2.9% | i | 2.2% | 0.0% | 10.8% | -13.1% | 0.5 | -1.0 |
| CCOC(=O)CNS(=O)(=O)c1ccc(S(=O)(=O)NC2CC2)cc1 | 12.0% | 10.7% | i | -21.3% | -3.6% | 17.4% | -2.9% | 3.0 | 0.6 |
| Cc1nn(C)c(C)c1S(=O)(=O)NCc1cccs1 | -0.4% | -5.4% | -4.7%[57.5 µM] | -2.5% | 3.1% | -3.6% | -5.3% | 0.6 | -0.1 |
| Cc1ccc(CNC(=O)c2cc(-c3ccccc3C)nn2CC2CC(c3cccnc3)=NO2)cc1 (configuration not stated) | 16.2% | -2.3% | i | -7.0% | -0.5% | -6.9% | 0.0% | 1.0 | 0.3 |
| CCNC(=O)C/C(C)=N/NC(=O)C1CCCCC1 | 15.5% | 5.8% | -23.7% | -6.9% | 0.0% | -14.6% | -0.5% | -6.3 | -0.4 |
| Cc1ccc(C(=O)N2CCCC(C(=O)c3ccc(Cl)cc3C)C2)cn1 (configuration not stated) | -15.4% | -0.5% | -17.9% | -10.1% | 7.0% | -1.2% | -14.1% | 2.7 | -2.3 |
| CNC(=S)Nc1cccc(S(=O)(=O)NC2=NCCC2)c1 | 8.9% | 1.4% | i | -2.2% | 0.3% | -4.6% | 13.7% | -1.5 | -1.9 |
| O=C(O)c1ccc(NC(=O)c2ccccc2NC(=O)c2ccccc2Cl)cc1 | 15.5% | 8.1% | -19.4% | -1.6% | -2.1% | 8.5% | -5.2% | -2.4 | 1.8 |
| CC(C)Cc1csc(NC(=O)c2ccc(F)cc2)c1C(=O)O | ? | 4.9% | -27.7% | -13.3% | -6.1% | 35.5µM* | -27.1% | ? | -2.1 |
| NC(=O)NOCc1cccc(Cl)c1 | 6.6% | 13.9% | -11.7% | -22.7% | 4.7% | 13.4% | -9.9% | 4.8 | 1.2 |
| COc1cc(-c2nc(C(=O)NC3CCCCC3)cc3c2[nH]c2ccccc23)cc(OC)c1OC | ? | -15.2% | -1.1% | 0.1% | 0.7% | -17.9% | -9.6% | 0.9 | -0.7 |
| O=C(O)c1c2c(nc3ccc(F)cc13)CCC2 | 0.5% | 0.4% | 21.9%[57.5 µM] | -8.6% | -15.7% | 21.8% | 2.7% | / | -0.4 |
| CCOC(=O)c1ccc(N2CCN(C(=O)c3ccccc3)CC2)c(NC(=O)c2ccco2)c1 | -24.0% | -0.3% | -7.0% | -0.9% | 15.5% | -8.0% | 0.0% | 3.2 | -4.2 |
| COc1ccc(C(=O)COC(=O)C2CCC(=O)N2)cc1 (configuration not stated) | 12.9% | 2.7% | -22.1% | -4.3% | 1.6% | -5.3% | -2.7% | 1.0 | 1.2 |
| O=C(CC(c1ccccc1)c1ccccc1)N1CCN(c2ccccn2)CC1 | -27.7%[7.66 µM] | -8.1% | -18.0% | 1.8% | -1.0% | 1.6% | -2.7%[7.66 µM] | 6.1 | -0.6 |
| COc1cccc(C(=O)NNC(=O)/C=C/c2ccccc2)c1 | 21.5% | -11.1% | i | -5.1% | -1.2% | 1.3% | -7.2% | 0.8 | -2.0 |
| Cc1[nH]c2ccccc2c1/C=N/Nc1cccc(C(=O)O)c1 | -12.9% | 4.5% | i | -25.7% | -0.4% | -8.3% | 2.6% | -28.0 | 0.7 |
| COc1ccc(-c2ccc(C(=O)NCC3CCOCC3)c3occc23)c(C)c1 | ? | 1.3% | -78.0%[inhibitor] | -9.8% | 12.1% | -28.5% | 5.1% | 1.5 | -0.7 |
| CCCN1CCC(NC(=S)Nc2ccc([N+](=O)[O-])cc2)CC1 | ? | 14.4% | i | -7.7% | 6.9% | -7.2% | 4.3% | 0.9 | -0.5 |
| COc1ccc2[nH]cc(C(=O)CN3CC(C)CC(C)C3)c2c1 (configuration not stated) | -20.5% | -9.7% | -2.3% | 5.0% | -6.0% | -4.4% | -0.7% | 2.3 | 0.7 |
| CC(C)c1ccc(C2(C)NC(=O)N(CC(=O)NCC3COc4ccccc4O3)C2=O)cc1 (configuration not stated) | ? | 10.0% | -18.3% | 2.6% | -19.1% | 3.1% | -28.4% | 2.4 | -4.6 |
| CC1(C)OC(=O)C(=CNc2ccccc2)C(=O)O1 | 3.7% | 0.9% | i | -13.2% | -1.0% | -24.1% | -1.4% | 0.1 | -0.3 |
| Cc1ccc2ccc(C(Nc3ccccc3)c3ccc(F)cc3)c(O)c2n1 (configuration not stated) | ? | 8.7% | i | -5.7% | / | -0.3% | -14.9% | 9.8 | -0.6 |
| COc1cccc(-c2cc(C(F)(F)F)n3ncc(C(=O)OC(C)C)c3n2)c1 | 10.2% | / | -9.0% | / | 1.5% | / | 5.4% | / | / |
| COc1cc(NC(=O)CN2C(=O)COc3ccccc32)cc(OC)c1 | 9.6% | -5.8% | i | -4.6% | 7.0% | -19.8% | -0.4% | 2.8 | 5.7 |
